High-throughput results as filed in PubChem BioAssay.
RXFP1 antagonist: RXFP1 (human) relaxin receptor antagonism | Q9HBX9 | HEK293-RXFP1, relaxin-stimulated cAMP HTRF, 30 min; active compounds read low | activity change, negative = inhibition, % at 57.5 µM | hit rate 0.59% among 350,000 | AID 1259400;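 active = activity change of -60% or lower, but not beyond a set lower limit; inconclusive = change between -60% and -40%, or beyond the set limit; inactive = change above -40%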; note: % is set by controls: 0 for no effect and ±100 for the full control effect
D1 antag: blocks dopamine activation of the human D1 receptor; P21728; AID 504652; hit rate 3.2% among 360,000; HEK293 TREx D1 cells, calcium flux, dopamine EC80; active compounds read low; activity change, negative = inhibition, % at 10 µM; in the data active = activity change below about -30%; note: % is set by controls: 0 for no effect and ±100 for the full control effect
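After overnight tetracycline induction at 30 C, force-coupled D1 HEK293 cells took up a no-wash calcium dye at room temperature. Compounds were added and monitored 180 s, and the response to EC80 dopamine was then recorded.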
RXFP1 ag: agonists of human relaxin receptor RXFP1 | AID 2676 | Potency, µM (highest dose often 57.5 µM), without a hit: top-dose activation, most hits filed as activators | HEK293T-RXFP1 cAMP TR-FRET, 30 min; response scale: percent of porcine relaxin response, buffer zero | hit rate 0.3% among 370,000 | Q9HBX9; note: potency is the fitted concentration of half-maximal effect; % is set by controls: 0 for no effect and ±100 for the full control effect; nearly all actives have a fitted effect of over 60% in size; many of its hits are not listed in these tables
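cAMP rise read by TR-FRET after 30 min, 37C compound exposure (up to 58 uM) in RXFP1-transfected HEK293 cells with Ro 20174 present. EC50 from Hill-equation fits, with 29 nM porcine relaxin as 100% and buffer as basal.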
D1 potentiator: human D1 dopamine receptor positive modulation | P21728 | AID 504651 | hit rate 0.036% among 360,000 | potentiation, % at 10 µM | HEK293 TREx D1 cells, calcium flux, dopamine EC20 potentiation; in the data active = potentiation above about 30%; note: 0% is about no effect
Vif-APOBEC3F blk: blocks the Vif interaction with APOBEC3F | HeLa A3F-eYFP + Vif (tagged APOBEC3F with the HIV-1 protein that degrades it), YFP fluorescence increase | Potency, µM (series often up to 46.1 µM), for inactives: top-dose activity, negative = active | hit rate 0.2% among 390,000; note: potency is the fitted concentration of half-maximal effect; % of control where 0% means no effect; nearly all actives have a fitted effect of over 65% in size
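HeLa cells stably expressing Vif plus C-terminally eYFP-tagged A3F were seeded, incubated overnight at 37 deg C, dosed with compound, incubated overnight again at 37 deg C. Yellow fluorescence (Ex 488/Em 500-530) reported blocked Vif-mediated A3F-eYFP degradation.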
D2 potentiator: D2 dopamine receptor (human) potentiation | P14416 | HEK293 T-REx D2, calcium flux, EC20 dopamine potentiation | potentiation, % at 10 µM | hit rate 0.34% among 340,000;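 active = potentiation over 3 SD above the plate norm, cut at about 30% in these data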; note: 0% is about no effect
Target sequence (P14416 whole entry, looked up): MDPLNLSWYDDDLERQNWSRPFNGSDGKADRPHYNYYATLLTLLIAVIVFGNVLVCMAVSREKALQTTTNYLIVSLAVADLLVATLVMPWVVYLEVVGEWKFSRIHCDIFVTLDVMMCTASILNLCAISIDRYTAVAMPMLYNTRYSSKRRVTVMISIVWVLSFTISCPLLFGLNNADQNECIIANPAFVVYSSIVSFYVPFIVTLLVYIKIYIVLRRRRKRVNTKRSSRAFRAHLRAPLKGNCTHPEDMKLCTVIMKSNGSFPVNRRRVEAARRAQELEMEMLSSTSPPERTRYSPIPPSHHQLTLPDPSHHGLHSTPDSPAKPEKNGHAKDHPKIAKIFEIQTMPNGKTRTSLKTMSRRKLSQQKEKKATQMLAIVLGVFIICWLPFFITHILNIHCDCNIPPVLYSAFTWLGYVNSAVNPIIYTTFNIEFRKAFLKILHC
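Primary screen. Calcium kinetics in induced HEK293 T-REx D2 cells: compound pre-addition 180 s, EC20 dopamine, 180 s more.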
D1 agonist: agonists of human D1 dopamine receptor; P21728; HEK293 T-REx D1 cells, calcium flux, agonist mode; activation, % at 2 µM; hit rate 1% among 360,000; in the data active = activation above about 30%; note: 0% is about no effect
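Tetracycline-induced HEK293 TREx D1 cells, force-coupled to calcium signalling, were dye-loaded with a no-wash calcium kit. Compound was pin-added after a 10 s baseline. Fluorescence was read kinetically at 1 cycle/s for 180 s, with calcium rises flagged as agonism.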
GRP78 ERSR act: inducers of ER stress response in human glioma cells; Potency, µM, for the others: at the highest dose activation, hits mostly activators; hit rate 0.02% among 420,000; U87-MG GRP78 promoter luciferase reporter, 16 h; note: potency is the fitted concentration of half-maximal effect; series mostly up to about 76 µM; % of control where 0% means no effect; nearly all actives have a fitted effect of over 35% in size
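Stably transfected U87-MG glioma cells carrying a GRP78-based luciferase sensor; 16 h compound incubation. Luminescence end-point read 10 min after Bright-Glo addition at room temperature.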
Vif-APOBEC3G blk: inhibitors of Vif-APOBEC3G interaction; Potency, µM (series often up to 46.1 µM), for the others: at the highest dose activity, negative = active, most hits filed as inhibitors; hit rate 0.076% among 410,000; Q9HC16; HeLa A3G-eYFP + Vif (tagged APOBEC3G with the HIV-1 protein that degrades it), YFP fluorescence, overnight;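 note: potency is the fitted concentration of half-maximal effect; % is set by controls: 0 for no effect and ±100 for the full control effect; nearly all actives have a fitted effect of over 60% in size; hits raise eYFP signal because A3G escapes Vif-driven loss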
Target sequence (Q9HC16 whole entry, looked up): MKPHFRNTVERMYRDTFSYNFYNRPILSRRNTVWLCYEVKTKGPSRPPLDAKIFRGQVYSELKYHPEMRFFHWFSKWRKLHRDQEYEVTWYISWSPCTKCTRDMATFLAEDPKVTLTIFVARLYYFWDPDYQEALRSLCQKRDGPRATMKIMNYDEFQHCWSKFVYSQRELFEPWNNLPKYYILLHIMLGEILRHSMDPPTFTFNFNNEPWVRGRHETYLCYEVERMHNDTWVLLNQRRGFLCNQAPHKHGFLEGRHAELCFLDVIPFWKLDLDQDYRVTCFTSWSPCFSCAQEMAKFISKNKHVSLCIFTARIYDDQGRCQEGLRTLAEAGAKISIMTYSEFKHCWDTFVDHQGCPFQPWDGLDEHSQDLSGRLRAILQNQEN
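HeLa cells stably expressing Vif and C-terminally eYFP-tagged A3G, seeded overnight at 37 deg C, then exposed to compound by pintool overnight at 37 deg C. Rise in yellow fluorescence (Ex 488/Em 500-530, Acumen) marks blocked Vif-driven A3G degradation.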
Numbers without * were called inactive; ? = inconclusive; . = no result given. Unless noted, calls come from the whole dose curve; as a rule, active = well fitted curve in the direction sought with a large enough effect; inconclusive = small, poorly fitted or top-dose-only effect, or another doubt; inactive = no such curve, though single readings can be large; an effect the other way counts as inactive or inconclusive. The list is partial; rates above refer to the full screens.

Preview (six entries):
Every second line gives: RXFP1 antagonist	D1 antag	RXFP1 ag	D1 potentiator	Vif-APOBEC3F blk	D2 potentiator	D1 agonist	GRP78 ERSR act	Vif-APOBEC3G blk
1: O=C(C1CCCN(c2ncnc3c2nc2n3CCCCC2)C1)N1CCN(c2ccccc2)CC1 (configuration not stated)
  4	26	3.7%	-9	5%	13	0	-4%	1%
2: CCOc1ccc(NS(=O)(=O)c2ccc(C)c(C(=O)NCCCn3ccnc3)c2)cc1
  0	0	-1.5%	-4	1%	4	6	-2%	3%
3: Cc1nc(NC2=NCN(Cc3ccc4c(c3)OCO4)CN2)nc2ccccc12
  .	3	0.8%	-6	.	.	2	.	.
4: CCOC(=O)C1CCN(S(=O)(=O)c2ccc(CC)cc2)CC1
  -11	-14	0.0%	-3	-12%	13	9	-3%	1%
5: Cc1ccc(NC(=O)C(NC2CCCc3ccccc32)c2ccccc2)c([N+](=O)[O-])c1 (configuration not stated)
  -15	15	-0.4%	2	-1%	-1	4	-5%	-2%
6: CC1(c2ccccc2Cl)NC(=O)N(CC(=O)Nc2ccccc2OC(F)F)C1=O (configuration not stated)
  -3	-3	-2.2%	-1	-10%	-8	1	0%	3%

Main list, repeating the preview:
Every second line gives: RXFP1 antagonist	D1 antag	RXFP1 ag	D1 potentiator	Vif-APOBEC3F blk	D2 potentiator	D1 agonist	GRP78 ERSR act	Vif-APOBEC3G blk
1: O=C(C1CCCN(c2ncnc3c2nc2n3CCCCC2)C1)N1CCN(c2ccccc2)CC1 (configuration not stated)
  4	26	3.7%	-9	5%	13	0	-4%	1%
2: CCOc1ccc(NS(=O)(=O)c2ccc(C)c(C(=O)NCCCn3ccnc3)c2)cc1
  0	0	-1.5%	-4	1%	4	6	-2%	3%
3: Cc1nc(NC2=NCN(Cc3ccc4c(c3)OCO4)CN2)nc2ccccc12
  .	3	0.8%	-6	.	.	2	.	.
4: CCOC(=O)C1CCN(S(=O)(=O)c2ccc(CC)cc2)CC1
  -11	-14	0.0%	-3	-12%	13	9	-3%	1%
5: Cc1ccc(NC(=O)C(NC2CCCc3ccccc32)c2ccccc2)c([N+](=O)[O-])c1 (configuration not stated)
  -15	15	-0.4%	2	-1%	-1	4	-5%	-2%
6: CC1(c2ccccc2Cl)NC(=O)N(CC(=O)Nc2ccccc2OC(F)F)C1=O (configuration not stated)
  -3	-3	-2.2%	-1	-10%	-8	1	0%	3%
7: O=[N+]([O-])c1ccc2[nH]ncc2c1
  0	-44*	-3.0%	-9	3%	-7	4	2%	0%
8: Cc1c(NC(=O)c2cc(CC(C)C)on2)c(=O)n(-c2ccccc2)n1C
  .	-7	4.0%	.	-1%	2	2	-1%	0%
9: CCn1c(C(=O)N2CCC(C(=O)NCCc3ccc(OC)cc3OC)CC2)cc2sccc21
  -20	-11	7.1%	-4	-2%	10	11	-5%	-2%
10: Cc1cccc(N2CCN(C(=O)c3ccc4c(c3)N(Cc3ccccc3F)C(=O)c3ccccc3S4=O)CC2C)c1 (configuration not stated)
  .	-2	0.5%	-4	-2%	16	3	-4%	0%
11: CN1CCCC(OC(=O)c2cccc(Cl)c2)C1 (configuration not stated)
  -3	-9	1.2%	-4	14%	-15	8	-7%	0%
12: CCc1ccccc1NC(=O)C1CCCN1C(=O)NCc1ccccc1 (configuration not stated)
  0	0	-2.6%	-2	-19%	-9	3	0%	-3%
13: CN(Cc1cn(C)nc1-c1cccc(Cl)c1)C1CCOCC1
  1	8	-1.6%	-4	-2%	-7	2	-5%	-6%
14: Cc1nc(SCc2ccc(Cl)c(Cl)c2)n[nH]1
  7	0	0.1%	-5	-4%	3	1	3%	1%
15: CS(=O)(=O)N(Cc1ccccc1)c1ccccc1C(=O)N1CCN(c2ccccc2)CC1
  -2	5	-1.7%	6	-4%	2	-1	-3%	1%
16: CCCC(=O)Nc1cc(C(=O)O)ccc1S(=O)(=O)c1ccc(C)cc1
  3	8	0.0%	-5	-19%	-1	4	-3%	1%
17: Cc1ccccc1C(=O)N1CCC(C(=O)N2CCN(c3ncccn3)CC2)CC1
  5	2	0.9%	-7	2%	-6	3	-5%	-4%
18: O=c1[nH]c2ccc(NCc3ccc(-c4cccc(Cl)c4)o3)cc2[nH]1
  -16	-22	-1.0%	-1	-5%	-28	37*	-1%	-7%
19: CN(C)C1=NCC(CSC(=N)N)S1 (configuration not stated)
  0	-11	1.1%	-7	1%	-1	1	-5%	1%
20: COc1ccc(C)c2sc(N3CCCC3)nc12
  -8	-37*	0.8%	-2	-3%	9	0	-2%	0%
21: COc1ccc(CN2CCC[C@]3(N[C@H](c4ccc(OC)cc4)[C@@H]4C(=O)N(C)C(=O)[C@@H]43)C2=O)cc1
  5	.	.	.	-4%	.	.	0%	3%
22: CC(=O)NCCC(=O)Nc1cc(S(=O)(=O)N2CCOCC2)ccc1N1CCCC1
  -7	-10	2.1%	0	-5%	-8	1	-3%	0%
23: CC(C)COc1cccc(C(=O)Nc2cc(S(=O)(=O)N3CCOCC3)ccc2N2CCCC2)c1
  -3	.	.	.	1%	.	.	-2%	1%
24: CCOc1ccc(CCNC(=O)COC(=O)/C=C/c2ccc(OC(F)F)c(OC)c2)cc1OCC
  -13	2	-0.2%	-6	-11%	9	1	-3%	-1%
25: COc1ccc([C@H]2C[C@H](O)[C@@H](n3cc(C4CC4)nn3)CN2Cc2cccs2)cc1
  -5	.	.	.	2%	.	.	-4%	-4%
26: COc1ccc(-c2nc3ccccn3c2CN2CCN(c3ccccc3F)CC2)cc1
  -8	0	0.1%	1	-8%	-7	0	10%	0%
27: CCOc1c(Cl)cc(CNc2ccc3[nH]c(=O)[nH]c3c2)cc1OC
  -7	-11	-5.9%	1	-8%	-3	0	-5%	?
28: Cc1nnnn1CC(=O)Nc1ccccc1[N+](=O)[O-]
  -4	-4	4.3%	-10	1%	-3	2	-3%	0%
29: CN(Cc1cccnc1)C(=O)CNC(=O)COc1ccccc1
  13	3	1.0%	-5	?	4	4	-2%	-1%
30: Cc1nc(CSc2ccccc2)cc(=O)[nH]1
  -10	-17	0.9%	-2	2%	-16	0	-4%	2%

Record cards, as listed above. Values in the order: RXFP1 antagonist, D1 antag, RXFP1 ag, D1 potentiator, Vif-APOBEC3F blk, D2 potentiator, D1 agonist, GRP78 ERSR act, Vif-APOBEC3G blk
`Cc1ccccc1C(=O)N1CCC(C(=O)N2CCN(c3ncccn3)CC2)CC1` is listed as 5, 2, 0.9%, -7, 2%, -6, 3, -5%, -4%
`CCOC(=O)C1CCN(S(=O)(=O)c2ccc(CC)cc2)CC1` is listed as -11, -14, 0.0%, -3, -12%, 13, 9, -3%, 1%

More structures follow.
Every second line gives: RXFP1 antagonist	D1 antag	RXFP1 ag	D1 potentiator	Vif-APOBEC3F blk	D2 potentiator	D1 agonist	GRP78 ERSR act	Vif-APOBEC3G blk
31: Cc1cccc(NC(=S)N2CCN(C(=O)C3CCCO3)CC2)c1 (configuration not stated)
  -1	11	0.3%	-3	-6%	-2	4	-2%	-2%
32: CCOC(=O)N1CCN(C2CCCN(C(=O)c3ccccc3C(F)(F)F)C2)CC1 (configuration not stated)
  -2	-7	5.8%	0	5%	8	1	-4%	1%
33: CCOC(=O)c1ccc(NC(=O)Nc2ccc3c(c2)OCCO3)cc1
  -29	-4	-0.4%	2	0%	0	3	-4%	1%
34: COc1cc2c(cc1OC)CN(S(=O)(=O)c1ccc(Cl)nc1)CC2
  -10	-1	0.9%	1	10%	-9	2	-5%	1%
35: COC(=O)c1cc(OC)c(OC)cc1NC(=O)C(C)c1ccc([N+](=O)[O-])cc1 (configuration not stated)
  -10	-1	2.0%	-2	3%	9	3	0%	-9%
36: O=C(NCC1CCCO1)C1CCN(C2CCN(C(=O)CC3CCCC3)CC2)CC1 (configuration not stated)
  -21	-3	-3.0%	15	0%	3	3	-3%	-2%
37: COc1cc(-c2noc(CSc3nc(-c4ccccc4)cc(=O)[nH]3)n2)cc(OC)c1OC
  -38	-24	0.7%	-1	6%	11	2	0%	-3%
38: COc1ccccc1NC(=O)c1cc2cc(Br)ccc2oc1=N
  -6	-22	4.9%	-3	3%	16	4	0%	1%
39: Cc1c(Cl)c([N+](=O)[O-])nn1CC(=O)NCc1cccnc1
  0	0	5.4%	-4	-5%	-2	2	-1%	-1%
40: Cc1ccc(CNC(=O)C(=O)NCCCn2ccnc2)cc1
  6	.	.	.	10%	.	.	-2%	1%
41: CC(=O)Nc1ccccc1C(=O)N1CCN(c2cccc(C)c2C)CC1
  3	0	-1.8%	-1	-3%	18	0	1%	-1%
42: CCCCNC(=O)[C@H]1C[C@H]1[C@@H](O)[C@H](CO)NC(=O)[C@H](Cc1ccccc1)NC(=O)OC(C)(C)C
  .	5	2.5%	-5	1%	9	2	-3%	-5%
43: Cc1ccc(/C=N/N2CCCCC2)o1
  -20	6	-0.4%	-1	-2%	-4	3	2%	-5%
44: FC(F)(F)c1cccc(Cc2noc(CN3C[C@@H]4CCC[C@H]3C4)n2)c1
  -11	3	-0.1%	6	7%	-5	-1	4%	0%
45: COc1cc(C2=NOC(C(=O)Nc3cc(C)on3)C2)cc(OC)c1OC (configuration not stated)
  -8	-4	-2.7%	-1	2%	12	0	-1%	0%
46: CN(C)CCOc1ncnc2c1oc1ccccc12
  -1	.	-3.5%	3	2%	-3	0	-4%	0%
47: CCOC(=O)c1sc(=NC(=O)c2c(F)cccc2F)n(C)c1C
  7	-15	20%	0	-7%	0	2	7%	1%
48: CCC(O)c1cc2c(cc1NC(=O)c1ccc(C)cc1)OCCO2 (configuration not stated)
  -8	2	1.0%	-3	-1%	.	-1	6%	1%
